Cl transport mod: KCC2 (human) Cl- transport modulation | Q9H2X9 | KCC2 cells, thallium flux FluoZin-2 fluorescence | B-score of Tl+ flux slope (higher = more flux/activation; lower = inhibition) at 10 µM | 190,000 compounds, 2.2% hits;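 active means thallium flux slope and its plate-corrected score both differing from the plate sample mean at a set confidence after two filtering rounds, in either direction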;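 further: slope of fluorescence scaled to starting intensity during 10 to 20 s after thallium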
NCF1 inh: inhibitors of human p47phox binding | P14598 | p47phox/p22phox peptide binding, fluorescence polarization, 2 h | inhibition, % at 24.7 µM | 220,000 compounds, 0.53% hits | AID 1274;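 further: 0% = p47phox with labelled peptide and 100% = labelled peptide alone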
Target sequence (P14598 whole entry, looked up): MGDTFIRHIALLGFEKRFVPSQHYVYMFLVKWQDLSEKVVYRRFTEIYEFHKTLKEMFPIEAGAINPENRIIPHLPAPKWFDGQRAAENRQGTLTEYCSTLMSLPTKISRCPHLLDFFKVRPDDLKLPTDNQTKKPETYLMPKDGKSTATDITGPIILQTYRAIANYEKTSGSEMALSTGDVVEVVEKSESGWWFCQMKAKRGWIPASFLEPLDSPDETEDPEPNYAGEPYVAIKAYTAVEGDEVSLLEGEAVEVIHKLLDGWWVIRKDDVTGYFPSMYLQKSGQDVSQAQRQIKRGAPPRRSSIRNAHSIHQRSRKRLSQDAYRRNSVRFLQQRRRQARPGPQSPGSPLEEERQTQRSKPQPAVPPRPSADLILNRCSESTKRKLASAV
Rad51 HR inh: Rad51 (human) homologous recombination inhibition; inhibition, % at 10 µM; hRad51 DNA strand exchange, fluorescence dequenching; 200,000 compounds, 0.085% hits;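 active means inhibition above 40% at the single screening dose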;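 further: 0% = DMSO control wells and 100% = blanks with heterologous ssDNA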
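Read-out basis: percent inhibition relative to plate controls and blanks / Assay system: human Rad51 nucleoprotein filaments preassembled on unlabelled ssDNA / Timing: filaments 15 min 37 °C, then compound 30 min / Control set: per-plate controls and blanks / Technique: fluorescence dequenching at 485/520 nm / Compound: 10 µM final, single point / Also added: Fluorescein- and BHQ1-tagged 47-mer duplex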
thrombin 1536: blocks human thrombin protease activity; 220,000 compounds, 0.26% hits; P00734; inhibition, % at 5 µM; alpha-thrombin, Boc-VPR-AMC fluorogenic substrate cleavage;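 active means inhibition at or above 40%; inactive means inhibition below 40%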;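 further: 0% = enzyme with no compound and 100% = wells without enzyme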
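System – human alpha-thrombin · Medium – pH 7.5 Tris (50 mM) with NaCl 150 mM, Tween 20 0.05% · Compound – single-point dosing at 5 µM, 0.2% DMSO · Incubation – enzyme reaction carried out at room temperature · Technique – fluorescence of released AMC, ex 355 nm, em 460 nm · Read-out basis – % inhibition of thrombin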
Furin inhibitor: inhibitors of human furin; purified furin, fluorogenic substrate cleavage; 220,000 compounds, 0.061% hits; inhibition, % at 30 µM; P09958; in the data active means inhibition above about 25%; further: inactives centre near -15
Target sequence (P09958 108-714 limits assumed): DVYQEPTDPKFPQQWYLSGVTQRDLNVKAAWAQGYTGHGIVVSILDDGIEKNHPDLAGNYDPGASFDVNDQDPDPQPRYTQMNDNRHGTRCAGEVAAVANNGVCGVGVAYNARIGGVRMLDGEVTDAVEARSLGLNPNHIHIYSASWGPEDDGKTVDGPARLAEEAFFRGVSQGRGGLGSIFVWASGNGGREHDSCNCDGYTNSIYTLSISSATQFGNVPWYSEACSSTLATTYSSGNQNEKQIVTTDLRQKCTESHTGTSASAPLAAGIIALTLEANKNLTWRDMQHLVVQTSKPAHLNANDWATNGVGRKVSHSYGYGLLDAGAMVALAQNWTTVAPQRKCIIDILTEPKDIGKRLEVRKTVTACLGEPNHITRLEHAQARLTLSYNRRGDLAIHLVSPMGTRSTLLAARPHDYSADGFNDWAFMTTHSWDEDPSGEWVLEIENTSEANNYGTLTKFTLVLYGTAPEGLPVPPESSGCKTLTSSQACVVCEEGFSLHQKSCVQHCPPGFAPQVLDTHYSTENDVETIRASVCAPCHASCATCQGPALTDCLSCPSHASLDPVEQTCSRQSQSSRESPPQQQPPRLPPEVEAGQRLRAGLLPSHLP
EBV gp42 inh: blocks Epstein-Barr virus glycoprotein 42 binding; Fluorescence polarization binding assay, mP read-out; inhibition, % (tested at 21.74 µM); 220,000 compounds, 0.42% hits; in the data active means inhibition above about 50%
hK5 inh: blocks human kallikrein 5 protease activity. inhibition, % at 5 µM. AID 873. Q9Y337. recombinant hK5, fluorogenic AMC substrate cleavage. 210,000 compounds, 0.59% hits;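 active means inhibition of 40% or more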;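 further: 0% = enzyme controls without compound and 100% = no-enzyme blanks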
eIF4E 4G PPI: eIF4E/eIF4G interaction inhibition in translation initiation. P63073+Q04637. TR-FRET eIF4E-eIF4GI(517-606) binding, 2 h. inhibition, % at 21.7 µM. 220,000 compounds, 0.37% hits;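 further: 0% = full FRET control wells and 100% = background wells lacking eIF4GI fragment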
14-3-3 Bad inh: disrupts binding of bovine 14-3-3 zeta to phospho-Bad peptide | TR-FRET 14-3-3zeta/Dy647-pBad peptide displacement, 1 h | inhibition, % at 21.7 µM | P63103 | 220,000 compounds, 0.71% hits;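 active means inhibition above about 70%, limit read from the data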;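 further: 0% = full 14-3-3 plus peptide FRET controls and 100% = background without 14-3-3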
An asterisk follows results filed as active; i = inactive; x = no result given; [ ] = another dose, or the depositor's remark.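 How the source made its calls, unless noted: active means inhibition above about 30% (limit read from the data); inactive means the rest.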 An excerpt. The share of hits here may be higher or lower than overall.

SMILES	Cl transport mod	NCF1 inh	Rad51 HR inh	thrombin 1536	Furin inhibitor	EBV gp42 inh	hK5 inh	eIF4E 4G PPI	14-3-3 Bad inh
Cc1cc(Cl)ccc1OCC(=O)N1CCN(C)CC1	0.139	-6.5	-5.6	-3.1	-30.3	-11.4	0.2	3.5	-15.3
COc1ccccc1OCC#CCN1CCCC1	0.26	8.0	-3.6	0.0	-23.8	10.1	-20.4	-2.0	20.6
O=C(CNC(=O)c1cccc(Cl)c1)Nc1ccc(Br)cc1C(=O)c1ccccc1	-1.16	-4.9	-0.5	0.2	-11.7	3.6	-19.1	2.9[fluorescence artefact?]	-20.4
O=C(NC1(C(F)(F)F)Oc2ccccc2O1)N1CCC2(CC1)OCCO2	2.47	9.7	0.8	2.8	-10.2[20 µM]	-19.8	-5.9	5.7	-15.4[fluorescence artefact?]
O=C1NC(=S)N(c2ccccc2F)C(=O)/C1=C\c1cccs1	1.56	-3.4	-8.8	-6.0	-10.2	-10.9	-8.9	18.1	17.5[fluorescence artefact?]
COC(=O)c1cc(C(O)(C(=O)OC)C(F)(F)F)c(/N=C/N(C)C)s1 (configuration not stated)	0.159	-8.9	1.7	-0.2	-4.8	-16.5	-10.2	3.0	-1.8
Cc1ccc(CN2CCCC(C(=O)c3ccc4c(c3)OCO4)C2)cc1C (configuration not stated)	-0.421	-8.9	x	-10.3	-7.6	1.4	-1.4	-2.7	-6.3
Fc1ccc(Cn2nnnc2C(c2ccc(Cl)cc2)N2CC=C(c3ccc(F)cc3)CC2)cc1 (configuration not stated)	-0.173	-18.5	-6.4	2.0	-4.8	-8.2	-16.5	-2.4[fluorescence artefact?]	-3.7
COc1ccc(OC)c(N2C(=O)NC(=O)/C(=C\c3ccc([N+](=O)[O-])s3)C2=O)c1	-0.753	-61.8	1.9	-14.0	4.6	-9.2	-15.2	8.6	6.2
O=C(O)CC1OCC=C2CN3CCC45C6=CC(=O)C(=O)C([N+](=O)[O-])=C6NC4C1C2CC35 (configuration not stated)	0.533	-4.2	-2.0	-9.5	-4.5	-10.1	-9.0	0.0	8.8
CCCC[N+]12CCC(CC1)C(Cc1ccccc1)C2 (configuration not stated)	1.26	-8.0	-8.0	-5.5	1.5	-19.8	0.9	0.2	1.8
CC(C)(C#CCCCCC#CC(C)(C)[N+](C)(C)C)[N+](C)(C)C	0.054	-3.5	17.3	-7.5	-15.2	-49.0	-5.6	15.0	-3.1
O=C(Cn1ccc2ccccc2c1=O)NCC(=O)N1CCC2(CC1)OCCO2	-0.0398	5.8	8.1	-2.3	7.2	-1.3	-11.1	5.6	0.4
O=C1NC(=O)C(=C/C=C/c2coc3ccc(Br)cc3c2=O)C(=O)N1	x	-297.7	i	8.1	-0.4	-14.0	3.0	-0.4	18.4
Cc1ccc(N2C(=O)NC(=O)C(CCc3ccccn3)(Cc3cccc(Cl)c3Cl)C2=O)cc1 (configuration not stated)	-1.11	-3.7	4.1	-15.7	-7.5	-1.5	-10.0	2.0	-1.3
C=CCN1C(=O)C2(C(C(=O)OCC)=C(N)Oc3ccccc32)C2=C1CCCC2=O (configuration not stated)	-0.0501	-4.3	1.4	-9.0	-20.3[20 µM]	-3.5	-9.2	4.4	1.5
Cc1[nH]c2ccccc2c1CCCNC1CCCCC1	0.539	-2.5	-4.6	-10.4	-17.3	11.7	-12.4	-2.1	-8.0
Cc1ccc(S(=O)(=O)N2CC3CC(C2)c2cccc(=O)n2C3)cc1 (configuration not stated)	x	2.1	x	4.0	-15.7[20 µM]	-26.8	4.8	9.7	10.6
CC1(C)CSC(=NCc2ccccc2)N1	-0.309	6.7	0.1	-0.6	-23.6	1.5	2.9	1.0	-6.4
N/C(=N\N=C\c1ccc(O)cc1O)N[N+](=O)[O-]	-1.17	-14.8	-3.2	30.9	0.4[20 µM]	-1.5	-51.6	-0.6	-6.2
COc1cc(CNCCc2ccc3c(c2)OCO3)cc(OC)c1OC	x	-7.2	-1.1	-7.5	-18.0	-9.2	-5.7	5.0	23.3
CCCOP(=O)(OCCC)C(NC(=O)c1cc(OC)c(OC)c(OC)c1)c1ccccc1 (configuration not stated)	-0.118	-9.1	1.9	-5.1	-30.2	-20.5	-4.8	-1.9	-2.3
CCN(CC)c1ccc(/C=C2/C(=O)NC(=O)N(Cc3ccco3)C2=O)cc1	0.112	167.8*	-82.6	7.5	-0.7	-127.5	-4.3	1.7	-25.9
O=C1/C(=C/c2ccc([N+](=O)[O-])cc2)N2CCC1CC2	0.514	-11.0	-7.7	-5.6	-3.0	-2.6	-7.7	-2.7	9.0
CCOC(=O)C(O)(c1ccc(NC(=S)NC(=O)c2ccc(Cl)cc2Cl)cc1)C(F)(F)F (configuration not stated)	0.535	-22.2	-10.7	-1.0	-14.6	-6.6	-21.8	-0.2	-5.5[fluorescence artefact?]
C=CCn1c(O)c(C(CC)=NCc2ccc3c(c2)OCO3)c(=O)[nH]c1=O	-1.44	-4.4	x	-2.5	-12.0	9.8	0.6	-0.8	4.3
Cc1ccc(-c2cc(C(=O)N3CCC4(CC3)OCCO4)no2)cc1	-0.12	-4.3	11.5	2.4	-21.7	-8.1	x	2.7	-6.1
CC1(C)CC(=O)c2cc(OCC(=O)N3CCN(Cc4ccccc4)CC3)ccc2O1	-2.15	x	x	-9.5	-31.8	-12.8	x	-0.6	1.6
CCN(CC)S(=O)(=O)c1ccc(N=Cc2c(O)n(-c3ccccc3)c(=O)[nH]c2=O)cc1	0.0923	-7.2	-3.9	-1.0	-6.4	-26.2	-15.8	-4.7	-8.8
Cc1c(C(=O)O)cccc1-n1c(C)cc(/C=C2\C(=O)NC(=O)N(c3ccc4c(c3)OCO4)C2=O)c1C	0.175	-0.5	12.2	6.9	1.3	-2.1	-1.8	4.8	14.7
CC1(C)Cc2c(C#N)c(N3CCNCC3)nc(-c3ccco3)c2CS1	0.579	-6.2	4.1	-3.3	-10.9	-1.1	-1.1	-1.8	-3.4
CN(C)c1nc(-c2ccccc2)[n+](C)s1	x	-2.2	0.9	-1.6	-25.2	0.5	1.7	0.5	11.8[fluorescence artefact?]
O=C(Cc1ccccc1)N1CCN(Cc2ccc([N+](=O)[O-])cc2)CC1	1.1	-0.8	0.7	-12.0	-7.7	-5.7	-24.9	-8.1[fluorescence artefact?]	-5.2[fluorescence artefact?]
CSc1ccc(C(=O)C2CCCN(Cc3ccn[nH]3)C2)cc1 (configuration not stated)	0.628	-11.3	0.8	3.3	-7.6	-11.4	0.4	-4.0	5.3
CN1C2CCC1CC(OC(=O)c1ccc(Cl)cc1)(C(=O)O)C2 (configuration not stated)	0.128	-3.8	x	-4.7	-3.1	-5.5	-6.3	-2.6	4.6
Cc1ccccc1N1C(=O)NC(=O)/C(=C\c2cc(C)n(C)c2C)C1=O	-0.892	-1.4	21.5	-3.6	4.5	-5.5	-6.7	0.3	-13.7
CCN(CC)CCN=Cc1c(O)n(Cc2ccco2)c(=O)[nH]c1=O	-0.007	0.2	7.8	-8.9	-5.3	-8.3	-5.0	-2.9	-0.4
Oc1ccccc1/C=N/NP(=S)(c1ccccc1)c1ccccc1	0.0488	0.8	-11.8	-5.1	-19.4	8.8	-0.4	0.0	0.6
CCOc1ccc(N2C(=O)NC(=O)/C(=C\c3ccc(N4CCOCC4)cc3C)C2=O)cc1	0.588	-43.8	6.1	-12.9	-2.2	-21.2	-1.7	8.4	-4.2
O=C1NC(=O)C(=Cc2ccc(SC3CCCCC3)o2)C(=O)N1	0.445	-47.9	-1.5	-28.8	-19.8	-50.2	-7.5	19.8	16.5
O=c1[nH]c(=S)n(Cc2ccc(F)cc2)c(O)c1/C=N/N1CCCCCC1	0.51	-29.5	-26.8	6.3	-3.5	-51.3	-5.9	-4.1	-0.6[fluorescence artefact?]
Cn1c(O)c(C=NC2CC3CCC2(C)C3(C)C)c(=O)[nH]c1=O (configuration not stated)	x	-5.2	1.7	-2.1	-13.4	-27.0	-26.0	6.3	19.4
O=C(c1ccc2c(c1)ncn2C1CCCCCC1)N1CCC2(CC1)OCCO2	-0.0279	x	-5.1	2.6	-24.7	x	-12.2	x	x
O=C(c1ccccc1)c1ccc(N=Nc2c(O)[nH]c(=O)[nH]c2=O)cc1	0.479	-1.9	6.8	-1.3	-30.1	-9.3	4.3	3.3	0.2
CC(C)(C)NC(=O)Cn1cc(C(=O)c2ccccc2F)c2ccccc21	0.126	-4.6	-0.7	-2.0	-15.9[20 µM]	1.8	-4.9	11.1	-11.2

Quoted from the listing:
Value of `O=C1NC(=O)C(=Cc2ccc(SC3CCCCC3)o2)C(=O)N1` under eIF4E 4G PPI: 19.8
Value of `O=C(Cc1ccccc1)N1CCN(Cc2ccc([N+](=O)[O-])cc2)CC1` under 14-3-3 Bad inh: -5.2[fluorescence artefact?]
Value of `O=C(c1ccc2c(c1)ncn2C1CCCCCC1)N1CCC2(CC1)OCCO2` under Furin inhibitor: -24.7

The list continues:
SMILES	Cl transport mod	NCF1 inh	Rad51 HR inh	thrombin 1536	Furin inhibitor	EBV gp42 inh	hK5 inh	eIF4E 4G PPI	14-3-3 Bad inh
CCN(CC)P(=O)(NC(=O)c1cccn1C)N(CC)CC	0.469	-8.4	19.5	11.1	-31.4	6.8	-2.1	-3.4	-20.6
CCCC12CN3CCN(CC(C3)/C1=N\NC(=O)c1ccncc1)C2	-0.896	-5.7	-3.3	-11.2	-6.7	2.7	-5.5	-2.8	-16.6
COc1ccc(CC2C(=O)NC(=O)NC2=O)c(OC)c1	-0.463	-4.1	2.5	-1.2	-1.4[20 µM]	-4.5	15.5	-4.4[fluorescence artefact?]	4.7[fluorescence artefact?]
COc1ccc(CN2C(=O)NC(=O)/C(=C/c3ccc(OC)c(OC)c3OC)C2=O)cc1	0.119	0.4	-110.1	-2.3	-22.7	-11.6	-6.5	2.0	3.5
CC/C(=N\Nc1cccc2ccccc12)c1c(O)[nH]c(=O)[nH]c1=O	0.784	-3.9	-5.1	-8.8	-10.4	16.6	-4.8	3.5	3.6
O=c1c2ccccc2nc(/C=C/c2ccc(O)cc2)n1-c1ccccc1O	-0.345	-28.9	-21.1	1.0	-9.6	-17.4	2.3	-5.9	-18.7
CC(C)(C)c1ccc(C(=O)C2CCCN(Cc3ccon3)C2)cc1 (configuration not stated)	x	-3.5	x	-0.5	-27.0	6.8	x	0.8	-4.0
CCn1c(NN=O)nc2ccccc21	5.54	0.8	20.3	0.0	-13.7	-15.4	-1.7	4.0	0.4
CC1(C)C2CC=C(CN3CCC(O)CC3)C1C2 (configuration not stated)	2.74	-5.5	-6.1	-0.1	-4.0[20 µM]	-5.2	-7.0	0.4[fluorescence artefact?]	28.8[fluorescence artefact?]
COc1ccc(-c2nn(CCC#N)cc2C(=O)Nc2ccccc2Br)cc1[N+](=O)[O-]	-0.229	2.2	x	-1.1	-22.3	-5.5	-0.4	-15.7	0.9
COc1ccc(Cn2c(O)c(C=NCCN3CCOCC3)c(=O)[nH]c2=O)cc1	9.08*	-11.6	-1.6	5.2	-20.6	-15.9	-10.9	0.9	6.8[fluorescence artefact?]

Compound activity as filed in PubChem BioAssay.
